# Screening results from PubChem BioAssay.
# Efflux pump inh: blocks antifungal efflux pumps in multiplex yeast assay; S. cerevisiae Candida pump triplex, Nile Red efflux; inhibition, % at 10 µM; actives 0.44% (n = 330,000); AID 485275;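 active means plate passing quality check with inhibition over a set limit, or well fluorescence over plate mean plus 4 SD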;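 further: Nile Red retained in pooled yeast measured as flow cytometry median fluorescence; 0% = buffer negative control and 100% = Enniatin B positive control; higher means more Nile Red kept so more efflux inhibition; some compounds called inactive have numbers as strong as hits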
# MCL1-BIM inh: inhibitors of human MCL1 binding to BIM-BH3 peptide. Q07820. actives 0.68% (n = 320,000). GST-MCL1 / FITC-Bim-BH3 fluorescence polarization. inhibition, % at 10.9 µM;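 active means inhibition above the mean inhibition of all tested compounds plus 3 SD, set per campaign, cut at about 40% in these data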;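 further: 0% = DMSO wells and 100% = unlabeled Bim-BH3 peptide control; higher means more loss of mP so more displacement of Bim peptide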
# Target sequence (Q07820 whole entry, looked up): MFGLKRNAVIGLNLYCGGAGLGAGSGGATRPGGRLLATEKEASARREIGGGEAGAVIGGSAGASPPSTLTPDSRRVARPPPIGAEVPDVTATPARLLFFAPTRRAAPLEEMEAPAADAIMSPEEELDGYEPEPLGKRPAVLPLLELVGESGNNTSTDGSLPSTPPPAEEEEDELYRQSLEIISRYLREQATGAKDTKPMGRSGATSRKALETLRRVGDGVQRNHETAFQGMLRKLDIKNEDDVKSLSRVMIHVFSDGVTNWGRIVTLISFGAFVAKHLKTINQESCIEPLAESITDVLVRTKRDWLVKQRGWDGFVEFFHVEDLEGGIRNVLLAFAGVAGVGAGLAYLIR
# BCLXL inh: inhibitors of human Bcl-xL | GST-Bcl-xL / FITC-Bim BH3 peptide fluorescence polarization | inhibition, % at 10.9 µM | actives 0.7% (n = 320,000);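 active means inhibition above the mean of all tested compounds plus 3 SD, cutoff set per campaign, cut at about 30% in these data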;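 further: 0% = DMSO wells and 100% = unlabeled Bim-BH3 peptide competitor; inhibitors lower millipolarization by displacing the labeled peptide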
# MEX-5 binding: C. elegans MEX-5 TCR-2 RNA binding activity | MEX-5/FITC-TCR2 RNA binding, fluorescence polarization; stronger effect = lower value | actives 0.38% (n = 300,000) | activity score (negative = inhibition of binding), % at 10 µM | Q9XUB2;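 active means inhibition past about -25% in most replicates, and total fluorescence under double the plate's negative control median, limit read from the data; inconclusive means replicates evenly split on the limit, or fluorescence at least double controls; inactive means too little inhibition in most replicates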;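 further: 0% = DMSO and -100% = 5 µM competing unlabeled TCR2 RNA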
# Target sequence (Q9XUB2 whole entry, looked up): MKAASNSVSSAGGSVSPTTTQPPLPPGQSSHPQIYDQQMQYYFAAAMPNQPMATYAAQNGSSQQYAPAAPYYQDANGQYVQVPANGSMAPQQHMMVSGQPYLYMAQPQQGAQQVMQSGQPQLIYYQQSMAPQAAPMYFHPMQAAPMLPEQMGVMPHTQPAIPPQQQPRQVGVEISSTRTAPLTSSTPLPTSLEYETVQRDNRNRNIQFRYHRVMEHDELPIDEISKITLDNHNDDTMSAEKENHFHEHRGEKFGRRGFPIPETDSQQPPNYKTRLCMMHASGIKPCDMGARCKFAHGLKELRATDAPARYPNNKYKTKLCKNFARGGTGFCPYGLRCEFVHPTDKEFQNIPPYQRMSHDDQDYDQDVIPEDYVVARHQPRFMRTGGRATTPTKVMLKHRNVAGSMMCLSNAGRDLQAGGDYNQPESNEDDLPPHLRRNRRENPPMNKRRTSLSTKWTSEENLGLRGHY
# ZTA DNA inh: blocks Epstein-Barr virus ZTA, an EBNA-1 counter-screen. P03206. actives 0.15% (n = 320,000). inhibition, % at 11 µM. ZTA-DNA binding, fluorescence polarization; in the data active means inhibition above about 33%
# Target sequence (P03206 whole entry, looked up): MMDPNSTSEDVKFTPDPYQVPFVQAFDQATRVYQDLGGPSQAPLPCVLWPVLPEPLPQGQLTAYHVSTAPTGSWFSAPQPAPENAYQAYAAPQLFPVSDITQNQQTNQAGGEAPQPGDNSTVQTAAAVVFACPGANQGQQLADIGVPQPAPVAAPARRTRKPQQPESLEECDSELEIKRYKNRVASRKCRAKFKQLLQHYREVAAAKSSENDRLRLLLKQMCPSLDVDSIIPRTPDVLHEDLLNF
# GLD-1 RNA inh: GLD-1-TGE RNA interaction inhibition (C. elegans); Q17339; purified GLD-1 + fluorescein TGE RNA, fluorescence polarization; inhibition, % at 5.96 µM; actives 0.44% (n = 320,000);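 active means percent inhibition above a per-plate cutoff, the plate mean of test compounds plus 3 SD, cut at about 30% in these data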;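 further: 0% = DMSO wells with GLD-1 and probe and 100% = wells lacking GLD-1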
# Fam108B inh: Fam108B inhibition, counter-screen for RBBP9 inhibitors. recombinant Fam108B, FP-Rh probe fluorescence polarization. actives 0.33% (n = 300,000). inhibition, % at 9.51 µM;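 active means inhibition above the screen mean inhibition plus 3 SD, computed separately per campaign, cut at about 18% in these data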;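 further: inhibitors lower polarization as less probe binds the enzyme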
# CR mimetic SO: caloric restriction mimetics inhibiting age-related superoxide in yeast | S. cerevisiae aged cells, superoxide DHE fluorescence; stronger effect = lower value | superoxide response (% of plate mean), % at 10 µM | actives 0.18% (n = 330,000);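 active means superoxide response under a set limit, about three screen SD below normal, cut at about 65% in these data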;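 further: yeast aged for seven days with compound at 30 °C before DHE staining; 100% = average MFI of all compound-treated wells on the plate with controls excluded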
# EBNA-1 inhibitor: blocks EBNA-1 binding to DNA | EBNA-1 DNA binding, fluorescence polarization | AID 1950 | actives 0.34% (n = 300,000) | inhibition, % at 14.8 µM; in the data active means inhibition above about 28%
# Active calls of the source: *; ? = inconclusive; . = not tested or not shown.
SMILES,Efflux pump inh,MCL1-BIM inh,BCLXL inh,MEX-5 binding,ZTA DNA inh,GLD-1 RNA inh,Fam108B inh,CR mimetic SO,EBNA-1 inhibitor
CC(=O)c1ccc(NC(=O)C2=CC(c3cccs3)=NS(=O)(=O)N2C)cc1,-0.1,6,9,-2.3,16,-3,1,92,3
CN(C)C1=NC(=O)/C(=C/c2ccc(-c3ccc(S(N)(=O)=O)cc3)o2)S1,0.6,24,25,-29*,-5,-1,-6,99,-15
O=C(c1cc(Br)ccc1OC(F)F)N1CCN2CCCC2C1 (configuration not stated),0.1,4,2,.,-1,6,.,99,.
Cc1nccn1CCCNC(=O)CC1C(=O)NCCN1Cc1ccccc1C(F)(F)F (configuration not stated),-0.1,16,16,2.5,10,9,2,113,11
COc1ccccc1NC(=S)N(CCN1CCCCCC1)Cc1cccs1,0.1,3,1,0.5,-12,-11,1,110,-11
COc1ccc(CCNC(=O)C2CC3Cn4c(nc5ccccc54)C3N2c2ccccc2)cc1 (configuration not stated),-0.1,8,10,1.7,5,3,2,96,0
COC(=O)Nc1ccc(S(=O)(=O)Nc2ccc(O)cc2)cc1,0.0,-1,7,0.8,-6,-2,-3,108,4
CCOCCOC(=O)CCSc1n[nH]c(=O)[nH]c1=O,-0.1,0,5,-1.0,-12,1,-2,103,-7
CCCCN(C)CCC(=O)Nc1ccc(Cl)cc1,0.2,7,6,4.9,25,4,1,90,8
COCC(C)N=C1NN=C(c2cc(C)n(Cc3ccccc3Cl)c2C)CS1 (configuration not stated),0.0,7,6,-2.9,-12,1,1,85,-9
COC(=O)COc1ccc(S(=O)(=O)NC2CCCCCC2)cc1,0.0,-8,-3,-1.0,-5,-5,1,100,-1
CNC(=S)Nc1ccc2nc(C)oc2c1,0.0,4,1,-0.8,-15,2,-3,93,-5
CN(Cc1cn(C)nc1-c1cccc(Cl)c1)CC1CCCCO1 (configuration not stated),0.0,-7,1,2.8,-24,8,2,96,-4
O=[N+]([O-])c1cc(S(=O)(=O)Nc2cccc(C(F)(F)F)c2)ccc1-n1nnc2ccccc21,0.3,5,3,-3.9,-5,0,-4,102,-4
COC(=O)NCc1ccc(S(=O)(=O)N2CCOCC2)cc1,0.5*,1,-1,-0.3,-11,-4,1,110,0
Cc1cccc2cc(C#N)c(NCCNS(=O)(=O)c3ccccc3)nc12,0.1,-4,5,3.6,-4,7,1,105,6
COc1ccc(C(=O)Nc2cc(C(C)=O)c(/C=C/N(C)C)oc2=O)cc1,0.1,-110,-60,?,11,-175,3,83,13
O=C(OCc1cc(Cl)ccc1OC(F)F)c1cccnc1,-0.1,0,4,-1.0,14,1,1,100,1
COc1ccc2[nH]c3c(c2c1)CCN1C(=O)N([C@@H](C)C(=O)NC2CC2)C(=O)[C@]31C,0.2,5,4,0.2,-5,2,4,108,-5
CC(=O)n1cc(/C=C2/N=C(c3ccccc3)OC2=O)c2ccccc21,0.4,-13,-2,-2.4,13,-10,-1,90,-10

# 4 compounds already listed, arranged by their value in MCL1-BIM inh, high to low.
SMILES | MCL1-BIM inh
COC(=O)NCc1ccc(S(=O)(=O)N2CCOCC2)cc1 | 1
Cc1cccc2cc(C#N)c(NCCNS(=O)(=O)c3ccccc3)nc12 | -4
CC(=O)n1cc(/C=C2/N=C(c3ccccc3)OC2=O)c2ccccc21 | -13
COc1ccc(C(=O)Nc2cc(C(C)=O)c(/C=C/N(C)C)oc2=O)cc1 | -110

# Remaining list, next part
SMILES,Efflux pump inh,MCL1-BIM inh,BCLXL inh,MEX-5 binding,ZTA DNA inh,GLD-1 RNA inh,Fam108B inh,CR mimetic SO,EBNA-1 inhibitor
CC(C)=NNc1nc(-c2ccc(N3C(=O)CCC3=O)cc2)cs1,0.2,11,9,0.2,-4,4,3,95,-4
COc1ccc([C@@H]2Sc3ccccc3N(CCN(C)C)C(=O)[C@@H]2OC(C)=O)cc1,-0.3,8,8,-0.8,-11,-3,3,91,7
O=C1OC(Oc2ccccc2)(c2ccccc2)c2ccccc21 (configuration not stated),0.5,8,6,-1.4,-8,0,-3,127,2
CSCC[C@H](NC(=O)Nc1cccc(C(F)(F)F)c1)C(=O)O,-0.1,5,4,0.6,12,-2,0,103,7
COc1ccc(/C=C2\CCn3c2nc2cc(C(=O)O)ccc2c3=O)cc1,-0.2,2,2,0.0,-21,1,0,98,-4
O=Cc1c(Cl)cccc1Cl,-0.1,5,8,.,2,-1,.,77,.
CCN(CC)S(=O)(=O)c1cc([N+](=O)[O-])ccc1N=Nc1c(O)n(C)c2ccccc12,0.2,6,4,0.0,7,10,0,112,-9
CC1(C)Oc2ccc3ccc(=O)oc3c2C(/C=N/O)C1=O (configuration not stated),-0.1,12,4,-0.7,-18,0,4,94,0
CCOC(=O)C1C2C=CC3(CN(Cc4cccs4)C(=O)C13)O2 (configuration not stated),0.1,6,5,-0.4,-11,11,5,87,2
CCOC(=O)CCn1c(=S)n(CCC(=O)OCC)c2ccccc21,0.2,0,0,1.5,-7,-4,0,104,-4
O=C(CN(Cc1ccccc1)S(=O)(=O)c1ccc2c(c1)OCCO2)N/N=C/c1cccc(Br)c1,0.0,9,-3,1.9,14,-4,-24,110,6
O=C(OCc1nc2ccccc2s1)c1ccco1,0.0,-6,3,-1.4,2,5,-3,99,3
Cc1cc(/C(N)=N/OC(=O)Nc2cccc(C(F)(F)F)c2)no1,-0.2,4,6,-0.8,8,1,-2,91,4
CCc1ccc(/C=N/NC(=O)c2cc(-c3ccccc3OC)nc3ccccc23)s1,0.0,-2,-2,1.4,21,5,-14,103,8
Cn1cnnc1-c1cccc(NS(=O)(=O)c2ccc(N3CCCC3=O)cc2)c1,-0.1,2,1,-1.1,-16,-2,-6,81,3
CCOC(=O)c1ccc(NC(=O)Nc2ncc(Cl)cc2Cl)cc1,0.0,-6,1,1.4,2,1,-7,93,5
COC(=O)c1ccc(CN2CCN(CC(C)C)C(CCO)C2)cc1 (configuration not stated),-0.3,2,6,1.4,-10,6,-7,91,7
Cc1cccc(C(=O)OCC(=O)NC(=O)NCc2ccccc2)c1,0.1,2,0,.,7,2,.,96,.
CCOC(=O)N1CCN(C(=O)CNC(=O)Cc2ccc(Cl)cc2)CC1,-0.1,4,1,1.4,-7,2,-2,96,7
COc1cccc(C2CC(c3ccccc3Cl)n3nnnc3N2)c1 (configuration not stated),-0.1,0,4,2.7,-3,-2,-11,100,6
Cc1ccc(C(=O)COc2nc(C)cc(C)c2C#N)cc1,0.1,4,1,-0.2,-4,-10,-6,119,-8
Cn1c(NC(=O)c2cccnc2)nc2ccccc21,0.0,12,8,-1.1,-6,0,1,106,4
Cc1ccc(NC(=O)CSc2nnc(C)n2-c2ccccc2)cc1,-0.1,5,-4,1.5,-10,-1,1,70,-11
COc1ccc(OCCCC(=O)Nc2ccc(S(=O)(=O)N3CCOCC3)cc2)cc1,0.1,-6,-1,.,7,5,.,92,.
CC(=O)Nc1cccc(NC(=O)c2ccc3c(c2)CCN3S(=O)(=O)c2ccccc2)c1,0.0,-2,4,0.6,11,-1,-4,99,5
CCOC(=O)C1=C(C)N=c2s/c(=C\c3cccc(OCC(=O)O)c3)c(=O)n2C1c1ccccc1OC (configuration not stated),-0.3,7,5,-2.8,2,0,2,109,6
COc1ccccc1CN1C(=O)c2ccccc2C1C(=O)NC1CCC(C)CC1 (configuration not stated),0.2,2,6,.,-3,-3,4,102,0
CCOC(=O)c1cccc(NC(=O)C2CCCN(S(=O)(=O)c3c(C)n[nH]c3C)C2)c1 (configuration not stated),-0.1,-1,0,-0.2,2,-3,-2,107,-9
Cc1ccc(-c2nnc(N3CCN(C(=O)c4cccs4)CC3)c3ccccc23)cc1,0.1,3,3,-0.8,0,4,-1,85,-5
O=C(CSc1ncn[nH]1)Nc1nsc(-c2ccccc2)n1,0.3,11,5,7.7,-9,2,-1,111,-1
CC1Cc2ccccc2N1C(=O)CSc1nnc(-c2ccccc2)c(-c2ccccc2)n1 (configuration not stated),-10,7,5,0.4,3,-2,-6,93,2
CCCN1CCN(c2nc(-c3cccs3)nc3ccccc23)CC1,0.1,6,4,3.3,-7,3,-4,88,6
COc1ccc(C2(C(=O)N3CCOCC3)CCOCC2)cc1OC,0.2,10,4,-2.2,16,2,1,91,-17
CC(C)c1nnc(NC(=O)c2ccc(N3C(=O)CCC3=O)cc2)s1,-0.1,2,0,1.3,-8,3,-1,95,-4
COc1ccc(C(=O)/C=C/c2ccsc2)cc1CSCC(=O)O,0.1,18,6,-5.6,-1,5,-3,91,-4
CC(C)(C)c1ccc(C(=O)NCCCNC(=O)c2ccccn2)cc1,0.1,2,-1,-1.4,4,10,-1,98,-9
COc1cc(C(=O)NCCC2=CCCCC2)cc(OC)c1OC,0.2,-2,4,2.1,3,0,5,101,-7
CCOC(=O)NC(Nc1nnc(C)s1)(C(=O)OCC)C(F)(F)F (configuration not stated),0.0,1,0,-3.5,4,3,3,94,-6
COCCNC(=O)c1cn(Cc2c(F)cccc2Cl)nn1,0.0,2,0,1.0,2,-5,7,111,-8
COc1cc(S(=O)(=O)Nc2ccc(C(=O)NCC(=O)O)cc2)ccc1NC(C)=O,-0.1,7,6,-0.6,-4,-3,1,92,2
CC(CCc1ccccc1)NC(=O)c1cncc(Br)c1 (configuration not stated),0.0,-6,-2,-0.5,15,8,-3,93,5
C=CCn1ccc2c([N+](=O)[O-])cccc2c1=O,0.1,5,0,1.1,4,-1,3,119,3
Cc1cnc(CNC(=O)c2ccc3oc(Cc4ccc(Cl)cc4)nc3c2)cn1,0.1,0,-2,2.8,6,-3,-2,89,3
CCn1c(SCC(=O)Nc2nc(C)cs2)nnc1-c1cccnc1,-0.1,1,2,-0.3,7,1,-4,76,2
CN(C)CCCNC(=O)c1cc(C(=O)Cc2ccc(Cl)cc2)c[nH]1,0.1,-2,0,0.4,-14,9,-4,100,3
OC(CNCc1ccccc1)COCc1ccc(Cl)cc1 (configuration not stated),0.3,-3,3,0.5,10,6,-1,111,-5
Cc1ccc(-c2nnc3n2N=C(c2ccccc2Br)CS3)cc1,0.1,2,4,1.8,-8,4,1,107,15
Cc1cccc(OCc2nc(-c3cccnc3)no2)c1,0.5,-5,-1,0.3,4,-9,0,110,-6
Cc1c(CCOC(=O)CC23CC4CC(CC(C)(C4)C2)C3)sc[n+]1Cc1ccc([N+](=O)[O-])cc1,0.6*,6,4,-1.5,-1,3,2,124,2
COc1ccc(-c2cc(C(F)(F)F)nc(SCCC(=O)N3CCCC3)n2)cc1,-0.1,3,3,0.0,-4,0,1,99,0
# Later entries
SMILES,Efflux pump inh,MCL1-BIM inh,BCLXL inh,MEX-5 binding,ZTA DNA inh,GLD-1 RNA inh,Fam108B inh,CR mimetic SO,EBNA-1 inhibitor
CCOc1ccc(N(CC(=O)NC2CCCCC2)C(=O)CCCC(=O)Nc2ccccn2)cc1,0.0,-1,-1,0.5,-6,4,3,96,-9
Cc1cc(C)n2nc(C(=O)NCCc3ccccc3)nc2n1,0.4,-6,6,1.2,-20,8,-1,103,-13
Cc1csc(NC(=O)C(C)Oc2ccc(Cl)cc2C)n1 (configuration not stated),0.0,2,-1,.,-4,1,.,134,.
CCC(Cc1ccccc1)NS(=O)(=O)c1c(C)nc2scc(C)n2c1=O (configuration not stated),0.1,5,2,5.0,-2,-11,0,90,-17
C=CCc1cc(C)ccc1OCC(O)CN1CCN(c2ccccc2)CC1 (configuration not stated),0.1,4,0,0.2,7,3,-2,109,-5
CCCSc1nsc(SCCC)c1C(N)=O,0.0,-2,-5,-2.1,-10,-1,1,100,4

# Outcome played no part in choosing rows, and some 2.3% of all compounds hit somewhere here.
